High-throughput results: PubChem BioAssay, several laboratories
NCOA3 inh: SRC3 coactivator transcriptional activity inhibitors, primary screen, cell-based, luminescence | AID 588352, 2011 | Nuclear receptor coactivator 3 (Homo sapiens), Q9Y6Q9 | inhibition, % at 3.6 µM | HEK293 GAL4-SRC3 luciferase reporter | hit rate 0.17% among 360,000;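 active means inhibition above a per-campaign cutoff, the mean of all compounds plus 3 SD, cut at about 60% in these data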;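 further: 0% = DMSO-treated cells and 100% = gossypol-treated cells at 36 µM; higher means less SRC3-driven luciferase light from the GAL4 reporter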
COUP-TFII inh: NR2F2 transcriptional activity inhibitors, primary screen, cell-based, luciferase reporter, HEK293T, luminescence; HEK293T NGFI-A luciferase reporter; inhibition, % at 8.6 µM; hit rate 0.7% among 370,000; AID 686940, 2013;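 active means inhibition above a per-plate cutoff, mean inhibition of test wells between control levels plus 3 SD, cut at about 38% in these data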;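 further: cells cotransfected with COUP-TFII expression vector driving the NGFI-A reporter; 0% = median of COUP-TF2 test wells and 100% = reporter-only cells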
Target sequence (P24468 whole entry, looked up): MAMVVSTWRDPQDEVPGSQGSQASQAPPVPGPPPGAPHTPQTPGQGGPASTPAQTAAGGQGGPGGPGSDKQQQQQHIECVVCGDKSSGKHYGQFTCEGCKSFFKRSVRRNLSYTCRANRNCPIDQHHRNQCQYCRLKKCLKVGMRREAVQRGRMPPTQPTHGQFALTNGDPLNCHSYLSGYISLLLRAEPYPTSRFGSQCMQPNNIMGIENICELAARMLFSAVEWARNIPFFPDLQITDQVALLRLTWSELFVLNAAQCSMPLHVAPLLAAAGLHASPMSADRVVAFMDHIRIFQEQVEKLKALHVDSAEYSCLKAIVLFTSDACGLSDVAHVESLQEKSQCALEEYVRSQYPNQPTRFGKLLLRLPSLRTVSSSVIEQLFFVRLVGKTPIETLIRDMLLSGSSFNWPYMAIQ
Shn3 inh set2: reduction of Shn3 3'UTR firefly luciferase signal, primary screen, Schnurri-3 inhibitor project, cell-based, Clone20 osteoblasts, set 2 | inhibition, % at 12.5 µM | hit rate 0.52% among 360,000 | Clone20 osteoblast Shn3 3'UTR firefly luciferase, 24 h;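 active means mean inhibition of at least 75% with every replicate also reaching 75%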;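 further: 0% = median of neutral control wells and 100% = pilot-screen positive control compound; some compounds past the cut are filed as inactive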
EBV LMP1 NFkB: EBV LMP1-driven NF-kappaB luciferase reporter inhibitors, primary screen, cell-based, luminescence, single point. hit rate 0.69% among 350,000. LMP1-induced NF-kappaB luciferase reporter cells. inhibition, % at 12.5 µM; in the data active means inhibition above about 41%;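 further: 0% = neutral control wells and 100% = reference inhibitor control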
NR5A2 inv ag: LRH-1 (NR5A2) inverse agonists, primary screen, cell-based, luminescence, HEK293T, StAR-luciferase reporter. Nuclear receptor subfamily 5 group A member 2 (Homo sapiens), O00482. LRH-1 transfected, 24 h. inhibition, % at 3.6 µM. hit rate 0.13% among 360,000. AID 602396, 2012;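 active means inhibition above the mean inhibition of all tested compounds plus 3 SD, cut at about 73% in these data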;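 further: 0% = DMSO wells and 100% = reporter-only cells lacking LRH-1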
Target sequence (O00482 whole entry, looked up): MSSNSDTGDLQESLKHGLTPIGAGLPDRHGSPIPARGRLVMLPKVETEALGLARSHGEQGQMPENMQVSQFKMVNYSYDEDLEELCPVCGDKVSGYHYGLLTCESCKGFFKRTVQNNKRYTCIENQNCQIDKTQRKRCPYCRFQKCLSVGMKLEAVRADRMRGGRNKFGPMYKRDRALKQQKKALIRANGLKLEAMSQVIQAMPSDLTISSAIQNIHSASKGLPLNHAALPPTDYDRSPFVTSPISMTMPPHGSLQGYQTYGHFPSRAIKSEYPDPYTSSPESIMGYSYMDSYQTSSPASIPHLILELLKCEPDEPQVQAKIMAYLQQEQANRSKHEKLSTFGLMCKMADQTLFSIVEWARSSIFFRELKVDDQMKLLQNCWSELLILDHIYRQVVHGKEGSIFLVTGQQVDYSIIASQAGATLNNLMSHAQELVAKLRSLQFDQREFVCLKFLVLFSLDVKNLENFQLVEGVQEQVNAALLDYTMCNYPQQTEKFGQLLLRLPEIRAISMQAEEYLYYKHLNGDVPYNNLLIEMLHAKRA
TWEAK-Fn14 inh: inhibitors of TWEAK-Fn14 signaling, primary screen, luciferase reporter cells, uHTS; TWEAK-stimulated Fn14 reporter cells, luciferase luminescence, 8 h; inhibition, % at 10 µM; hit rate 2% among 360,000; in the data active means inhibition above about 50%
CF NFkB block: inhibitors of PAF-induced NF-kB signaling, primary screen, cell-based, GFP fluorescence, uHTS. KKLEB NF-kB-GFP reporter, GFP fluorescence overnight. inhibition, % at 5 µM. hit rate 0.86% among 360,000. AID 588850, 2011;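 active means at least 50% inhibition at 5 µM, scaled per plate between neutral and stimulator controls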;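 further: PAF is a Pseudomonas aeruginosa culture filtrate used as stimulus; plate controls were PAF-stimulated DMSO wells for no effect and unstimulated DMSO wells for full effect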
C8 TRAIL sens: viability loss with TRAIL in NB7+C8 cells, primary screen, TRAIL sensitizer project, cell-based, ATPlite luminescence; inhibition (viability loss, TRAIL sensitization), % at 10 µM; hit rate 1% among 360,000; AID 624354, 2012;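 active means compounds causing at least 50% loss of cell viability in the single-dose screen, relative to plate controls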
TROY signal inh: inhibitors of TROY-driven NF-kB signaling, primary screen, Q293 LMP1-TROYcd cells, NF-kB luciferase, uHTS; hit rate 0.98% among 360,000; inhibition, % at 10 µM; Q293 LMP1-TROYcd NF-kB luciferase reporter, 4 h;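 active means compounds whose plate-normalised and pattern-corrected inhibition of the luciferase reporter signal at the single screening dose is 50% or more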
KKLEB tox: cytotoxicity in KKLEB CF airway cells, primary screen, cytotoxicity control for CF NF-kB inhibitor project, cell-based, uHTS, fluorescence assay plates | KKLEB CF airway cells viability, ATPlite luminescence, overnight; active compounds read low; cells stimulated with P. aeruginosa culture filtrate | activity change (cytotoxicity), % at 5 µM | hit rate 0.36% among 360,000 | AID 602141, 2011;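 active means corrected activity change at or below -50% at 5 µM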
NCOA1 inh: SRC1 coactivator transcriptional activity inhibitors, primary screen, cell-based, luminescence; Nuclear receptor coactivator 1 (Homo sapiens), Q15788; inhibition, % at 3.6 µM; hit rate 0.12% among 360,000; HEK293 GAL4-SRC1 luciferase reporter;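 active means inhibition above the campaign mean plus 3 SD, with each screening campaign given its own cutoff, cut at about 60% in these data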;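 further: 0% = DMSO treated cells and 100% = gossypol at 36 µM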
Starred values were filed as active, the others as inactive; . = no result given. These rows are one share of the data; rates above refer to the full screens.

SMILES	NCOA3 inh	COUP-TFII inh	Shn3 inh set2	EBV LMP1 NFkB	NR5A2 inv ag	TWEAK-Fn14 inh	CF NFkB block	C8 TRAIL sens	TROY signal inh	KKLEB tox	NCOA1 inh
COc1cc(COCC(O)CN2C(C)CCCC2C)cc(OC)c1OC (stereo not drawn)	3.0	-25.8	16.5	87.8*	2.0	-5.8	-0.8	-4.8	-8.1	2.0	-26.4
CC(C)=N/N=C1/NC(=O)C(c2ccc(Cl)cc2)S1 (stereo not drawn)	-2.5	-17.3	-5.9	-3.9	6.8	8.3	-25.2	-8.0	-22.2	11.4	4.9
O=C(c1ccncc1)c1ccc(NC(=O)c2cccs2)cc1	9.2	-0.1	10.8	2.8	-7.1	18.3	1.7	-0.4	-9.8	-4.1	-6.8
Cc1ccccc1NC(=O)NC1(C(=O)NCC2CCCO2)CCCCC1 (stereo not drawn)	8.5	11.6	-4.0	-9.1	-23.1	29.1	-3.1	7.2	3.0	3.8	2.9
O=c1cnc2ccccc2n1Cc1ccccc1C(F)(F)F	11.1	-2.6	12.1	-7.7	18.5	10.3	-11.6	6.6	-12.2	1.5	5.8
CCOC(=O)Nc1ccc(Oc2ccccc2)cc1	-78.2	-52.1	-138.9	-19.1	-98.1	-9.2	11.8	1.8	7.3	4.5	-57.0
CCCOc1ccc(N2CC(C(=O)Nc3ccccc3OC)CC2=O)cc1 (stereo not drawn)	-1.4	11.4	8.9	-1.4	-0.9	-17.4	8.2	4.7	-4.8	-1.3	-8.6
O=C(NCc1cccc(C(F)(F)F)c1)c1cccc(Cl)c1Cl	2.1	14.1	-22.6	-2.6	46.1	-5.3	-7.9	0.5	-22.1	-3.7	12.1
Cc1ccc(NC(=O)c2ccc(OCc3c(C)noc3C)cc2)nc1	-11.3	-10.3	16.4	5.1	-5.4	2.8	-2.9	3.6	5.3	5.9	-1.2
COc1ccccc1CNS(=O)(=O)c1cccc(S(=O)(=O)N2CCOCC2)c1	3.5	5.9	-8.3	-3.0	-5.0	5.0	0.1	18.8	-4.9	0.9	-32.3
CCN(CC(=O)Nc1ccccc1C(F)(F)F)C(=O)CCc1nc2sc3c(c2c(=O)[nH]1)CCCC3	-14.8	16.5	-2.0	3.8	4.9	-13.3	23.1	7.4	19.2	-5.8	-6.7
CCN1CCN(C(=O)/C=C/c2ccc(OC)cc2)CC1	-3.6	2.6	-0.4	-3.0	2.1	-0.1	-10.7	10.3	-7.0	15.4	-37.7
COc1ccc(C(=O)Nn2c(C)ccc2C)cc1OC	-6.4	-10.9	-0.1	0.4	-1.3	1.9	5.2	-5.8	3.1	5.7	1.9
COc1ccc(CNC(=O)CN2C(=O)NC(C)(c3cccc4ccccc34)C2=O)cc1OC (stereo not drawn)	1.4	0.3	-7.8	0.5	9.7	-10.8	3.8	-6.3	19.5	1.7	-18.0
COc1cc(NC(=O)c2cc(-c3ccccc3)nc3c2cnn3C(C)C)cc(OC)c1OC	6.7	.	58.5	2.2	24.8	55.4*	30.4	34.1	23.4	-6.0	-28.5
COc1ccc(Cl)cc1NC(=S)NCc1cccs1	-7.3	16.7	-2.6	3.7	2.6	8.7	-6.0	-6.8	13.9	-4.9	13.8
CC(=O)OCn1ncc(N2CCOCC2)c(Br)c1=O	-3.4	-21.5	-4.2	-5.4	2.5	0.0	19.8	8.8	-5.5	-2.3	2.5
O=C(Nc1ccc(Cl)cc1)OC(CN1CCCCC1)C(F)(F)F (stereo not drawn)	17.3	21.6	0.4	-5.4	2.4	-0.5	0.2	-22.4	-31.9	3.5	4.0
CN(C)c1ccc(NC(=O)CCn2c(=S)oc3ccccc32)cc1	-27.6	-39.1	-55.8	-6.4	-41.3	-14.5	-10.5	6.4	-43.6	28.8	-30.4
COc1ccc(N(C(=O)c2ccn[nH]2)C(C(=O)NC2CCCC2)c2ccc(F)cc2)cc1 (stereo not drawn)	12.4	-3.4	7.3	2.4	2.4	16.6	0.3	-0.6	-4.7	3.9	-21.0
COC(=O)c1cc(CNC(=O)C(C)NS(=O)(=O)c2ccc(C)c(C)c2)ccc1OC (stereo not drawn)	11.6	14.0	12.6	2.5	11.8	1.3	-6.9	17.1	3.9	-4.9	-2.7
O=C(NC(=S)N1CCCCCC1)c1ccccc1	-3.9	11.4	2.8	2.3	2.8	-4.8	-20.8	-12.4	-3.3	9.1	-37.0
COc1ccc(NC(=O)CSc2ccc(-c3cccnc3)nn2)cc1	4.9	-2.3	-14.0	-6.3	32.5	-14.7	-9.7	-3.4	-2.0	5.5	-7.7
c1ccc(CNCCC(Cc2ccccc2)c2ccco2)cc1 (stereo not drawn)	7.3	-2.6	-1.9	-11.9	-21.0	-7.7	-0.9	13.3	1.0	-1.2	4.4
COc1ccc(NC(=O)[C@H](C)NC(=O)C2CCN(S(=O)(=O)c3ccc(C)cc3)CC2)cc1	-6.1	-13.5	4.2	3.0	-5.1	-2.1	-3.0	5.1	-9.2	8.1	-13.1
Cc1cc(C(=O)OCC(=O)Nc2cccc(S(N)(=O)=O)c2)c(C)o1	13.7	-8.3	-3.4	-3.3	4.0	2.9	6.5	-3.9	-16.6	12.8	-11.4
CC(=O)Nc1ccc(NC(=O)CSc2ccc3nnc(-c4cccnc4)n3n2)cc1	7.6	1.9	-18.9	6.7	3.7	6.1	7.5	2.7	11.4	2.9	-6.4
COc1ccc(CCNC(=O)[C@@H](NC(N)=O)C(C)C)cc1	-15.1	11.8	21.3	2.0	2.6	-7.3	-8.4	0.7	3.5	3.8	-18.4
O=C(CCl)N(Cc1cc(=O)[nH]c2ccccc12)c1ccccc1	11.4	-4.2	3.3	19.9	19.0	81.5*	69.2*	46.9	8.5	-34.3	-10.8
CC(C)Cc1ccc(-c2ccc3nccn3c2)cc1	-52.3	-24.1	-19.8	.	-90.9	8.3	-2.0	8.8	-11.4	9.3	-41.8
COc1cc(O)c(NC(C)=O)c2nonc12	19.0	-3.1	-17.9	1.1	7.0	4.3	6.6	-23.1	-5.8	-3.3	8.8
COc1ccc(-n2nnnc2C2c3ccccc3C(=O)N2C2CCN(Cc3ccccc3)CC2)cc1 (stereo not drawn)	.	1.8	.	.	-13.1	-8.3	.	-3.5	-8.7	.	.
O=C(N=C1SC2CS(=O)(=O)CC2N1c1ccccc1C(F)(F)F)C1CCCO1 (stereo not drawn)	-15.2	-21.2	-2.2	-16.5	3.4	24.8	-8.8	0.7	-9.5	0.1	-9.6
COc1ccc(S(=O)(=O)N2CCCC2CNC(=O)C(=O)NCc2ccccn2)cc1 (stereo not drawn)	-7.3	23.4	-11.5	-4.4	9.4	-9.0	2.3	-15.1	-15.6	-18.0	23.3
Nn1c(SCc2cccc3ccccc23)nnc1-c1ccco1	8.2	7.1	-6.3	1.8	-0.3	-7.5	-12.8	4.5	-14.1	-11.3	-1.9
CCO/N=C(/C)c1c(O)cc(-c2ccccc2)n(-c2ccccc2)c1=O	-9.0	6.3	11.1	-6.1	-9.2	4.9	-25.3	-1.4	-3.3	4.9	2.0
CSCCC(NC(=O)c1ccco1)C(=O)NCCc1ccc(F)cc1 (stereo not drawn)	19.0	-0.7	-4.9	-2.9	-1.4	16.2	-1.6	5.1	-15.1	-4.7	-6.3
CC(C)CCNC(=O)C1c2ccccc2Oc2ccccc21	5.3	0.0	-3.9	-7.3	8.7	11.5	-3.3	-23.6	0.0	-6.1	-3.4
C=CCOC(=O)C1=C(C)NC(C)=C(C(=O)OCC=C)C1c1ccc(C)o1	5.0	7.5	-3.4	8.4	-3.7	-2.6	15.6	-1.2	-4.6	-6.5	-13.5
Cc1cc(NC(=O)c2ccc(C)s2)n(-c2nc3ccccc3[nH]2)n1	-4.8	8.7	16.0	66.6*	-3.0	2.0	-0.7	2.8	-23.7	-13.6	5.0
COc1ccc2c(CC(=O)N[C@@H](Cc3c[nH]c4ccccc34)C(=O)O)cc(=O)oc2c1	-13.1	-0.1	-9.2	4.0	-21.6	-3.5	-4.1	-5.8	-7.0	-3.0	-17.4
Cc1cccc(Cc2nc3ccccc3[nH]2)c1	-30.8	6.1	-0.6	-1.9	-11.5	-8.6	-0.1	-0.4	-9.9	21.2	-6.4
Cc1cccc(NC(=S)N(CCc2ccncc2)C(C)C)c1C	12.4	-13.6	10.0	-5.1	16.2	-2.3	4.4	-17.8	17.4	7.2	-6.7
Cc1csc(NC(=O)c2ccco2)n1	-46.5	-9.5	-35.2	-4.5	-58.6	-32.8	-0.2	-8.9	-35.8	-16.5	-63.7
O=C(/C=C/c1cccs1)c1cc(Cl)ccc1OC(=O)N1CCOCC1	28.0	-9.6	-12.8	2.4	24.2	10.7	7.0	-6.7	-19.0	-8.4	11.0
CN1C(=O)CC(N2CCN(CC(=O)N3CCCC3)CC2)C1=O (stereo not drawn)	21.2	1.9	-6.2	0.6	10.9	3.9	4.7	-11.2	8.7	7.9	9.1
C=CCNCCCOc1ccc(Cl)cc1Br	-16.4	0.0	18.4	3.3	-11.5	-13.7	-10.1	0.1	3.7	-3.0	-13.0
CCOc1ccc(NC(=O)Cn2nnc(C(=O)NCc3ccc(OC)cc3)c2N)cc1	7.9	-21.8	-12.3	-4.4	-3.7	-16.1	-15.0	17.2	-7.3	7.3	6.1
CCOP(=O)(NC(c1ccccc1)c1nc2ccccc2[nH]c1=O)OCC (stereo not drawn)	1.0	16.3	-3.7	-6.9	11.8	10.3	-43.5	-4.8	-3.2	13.9	4.5
O=C(O)CCC(=O)Nc1ccccc1C(=O)N1CCN(c2ccc(Cl)cc2)CC1	0.9	-1.3	-3.8	-10.5	-18.0	0.3	21.8	2.3	-15.6	0.0	-6.5
CC(C)CN(C(=O)c1cc([N+](=O)[O-])cc([N+](=O)[O-])c1)C1CCS(=O)(=O)C1 (stereo not drawn)	-5.5	22.5	6.8	8.6	-1.4	6.7	30.3	-3.4	-6.9	-9.7	-7.3

TWEAK-Fn14 inh: hit marks shown above
| Molecule | NCOA3 inh | COUP-TFII inh | Shn3 inh set2 | EBV LMP1 NFkB | NR5A2 inv ag | TWEAK-Fn14 inh | CF NFkB block | NCOA1 inh |
| --- | --- | --- | --- | --- | --- | --- | --- | --- |
| COc1cc(NC(=O)c2cc(-c3ccccc3)nc3c2cnn3C(C)C)cc(OC)c1OC | 6.7 | . | 58.5 | 2.2 | 24.8 | 55.4* | 30.4 | -28.5 |
| O=C(CCl)N(Cc1cc(=O)[nH]c2ccccc12)c1ccccc1 | 11.4 | -4.2 | 3.3 | 19.9 | 19.0 | 81.5* | 69.2* | -10.8 |
